Source: PubChem
D1 ag: human D1 receptor agonism | 360,000 compounds, 1% hits | HEK293 T-REx D1 cells, calcium flux, agonist mode | P21728 | AID 504660 | activation, % at 2 µM; note: 0% is about no effect
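Agonism was scored from calcium flux recorded over 180 s (1 read/s) after pintool compound addition, following a 10-cycle baseline. Cells were inducible force-coupled HEK293 TREx D1, plated overnight at 30 C and loaded with no-wash calcium dye.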
TRHR PAM: TRH receptor (human) allosteric enhancement; P34981; TRHR cells, fluo-8 calcium fluorescence, EC20 TRH enhancement; enhancement, % at 2 µM; 360,000 compounds, 0.66% hits; AID 493056; in the data active = enhancement above about 30%; note: 0% is about no effect
Target sequence (P34981 whole entry, looked up): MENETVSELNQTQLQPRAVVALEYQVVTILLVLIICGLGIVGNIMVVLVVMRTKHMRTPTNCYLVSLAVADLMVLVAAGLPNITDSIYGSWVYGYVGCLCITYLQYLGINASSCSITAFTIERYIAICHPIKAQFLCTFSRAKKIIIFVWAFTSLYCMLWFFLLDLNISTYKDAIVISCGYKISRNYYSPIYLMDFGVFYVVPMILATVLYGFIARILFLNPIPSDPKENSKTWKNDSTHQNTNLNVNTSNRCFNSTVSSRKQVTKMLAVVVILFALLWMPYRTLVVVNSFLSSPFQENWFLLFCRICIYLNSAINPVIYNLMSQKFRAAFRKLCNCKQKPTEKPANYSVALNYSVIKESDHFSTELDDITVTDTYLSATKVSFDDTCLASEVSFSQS
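Enhancer read-out: after compound pinning and an initial kinetic agonist-mode read, an EC20 of TRH (10 nM final) was injected and fluo-8 calcium signal (Ex 480/Em 530) followed at 1 s/cycle for 100 cycles in TRHR-expressing cells.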
TRHR agonist: activates the human TRH receptor. P34981. TRHR cells, calcium flux fluo-8, FDSS agonist mode. activation, % at 2 µM. 360,000 compounds, 0.18% hits; note: 0% is about no effect
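TRHR-expressing cells, plated overnight in medium with 10% serum, were loaded with fluo-8 calcium dye at room temperature. After a 10 s baseline, library compound was pin-added and calcium release was recorded kinetically (ex 480/em 530) as agonist response.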
D1 PAM: enhances dopamine response at the human D1 receptor; P21728; HEK293 TREx D1 cells, calcium flux, dopamine EC20 potentiation; potentiation, % at 10 µM; 360,000 compounds, 0.036% hits; AID 504651; in the data active = potentiation above about 30%; note: 0% is about no effect
D2 potentiator: D2 dopamine receptor (human) potentiation; 340,000 compounds, 0.34% hits; potentiation, % at 10 µM; AID 485347; HEK293 T-REx D2, calcium flux, EC20 dopamine potentiation;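 active = potentiation over 3 SD above the plate norm, cut at about 30% in these data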; note: 0% is about no effect
Target sequence (P14416 whole entry, looked up): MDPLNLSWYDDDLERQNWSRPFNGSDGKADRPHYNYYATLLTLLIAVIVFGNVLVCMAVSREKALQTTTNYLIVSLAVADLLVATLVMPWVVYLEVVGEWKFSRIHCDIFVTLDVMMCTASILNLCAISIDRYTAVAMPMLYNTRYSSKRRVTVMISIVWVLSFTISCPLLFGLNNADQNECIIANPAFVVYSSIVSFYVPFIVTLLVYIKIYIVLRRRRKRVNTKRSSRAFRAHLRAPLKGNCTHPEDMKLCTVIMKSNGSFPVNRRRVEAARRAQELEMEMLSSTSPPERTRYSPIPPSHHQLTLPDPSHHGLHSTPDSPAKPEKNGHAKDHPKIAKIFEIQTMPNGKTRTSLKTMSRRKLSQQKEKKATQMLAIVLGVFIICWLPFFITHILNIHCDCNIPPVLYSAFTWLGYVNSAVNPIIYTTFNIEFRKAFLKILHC
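Calcium flux readout, no-wash dye, 1 read/s. Inducible HEK293 Trex D2 line, overnight 30 C. Compound alone 180 s (agonist flags), then EC20 dopamine, another 180 s to score potentiation.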
D2 agonist: D2 dopamine receptor (human) agonism. AID 485358. activation, % at 2 µM. P14416. HEK293 T-REx D2 cells, calcium flux agonist mode. 340,000 compounds, 0.53% hits;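 active = activation over 3 SD above normal in the single-dose calcium agonist read, cut at about 30% in these data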; note: 0% is about no effect
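Tetracycline-induced HEK293 Trex cells with D2 receptor force-coupled to calcium signaling, plated overnight at 30 C and loaded with no-wash calcium dye. Calcium flux read kinetically for 180 s after compound addition; responses flag agonists.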
D2 antag: antagonizes the human D2 dopamine receptor. P14416. inhibition, % at 10 µM. HEK293 TREx D2 cells, calcium flux, dopamine EC80. 340,000 compounds, 2% hits; in the data active = inhibition above about 30%; note: 0% is about no effect
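Antagonism is scored as inhibition of an EC80 dopamine-evoked calcium signal in a force-coupled, tetracycline-inducible HEK293 T-REx D2 line, with compound present 180 s before agonist.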
D1 antagonist: blocks dopamine activation of the human D1 receptor | activity change, negative = inhibition, % at 10 µM | AID 504652 | P21728 | HEK293 TREx D1 cells, calcium flux, dopamine EC80; stronger effect = lower value | 360,000 compounds, 3.2% hits; in the data active = activity change below about -30%; note: % is set by controls: 0 for no effect and ±100 for the full control effect
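Tetracycline-induced HEK293 Trex D1 cells, force-coupled to calcium, dye-loaded; compounds added and read 180 s, then EC80 dopamine added and calcium flux tracked kinetically another 180 s.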
RXFP1 antagonist: RXFP1 (human) relaxin receptor antagonism. Q9HBX9. HEK293-RXFP1, relaxin-stimulated cAMP HTRF, 30 min; stronger effect = lower value. activity change, negative = inhibition, % at 57.5 µM. 350,000 compounds, 0.59% hits;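 active = activity change of -60% or lower, but not beyond a set lower limit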; note: % is set by controls: 0 for no effect and ±100 for the full control effect
An asterisk follows results filed as active; . = no result given; & = joins results of further samples. Cut-off read from the data, not from the text of the source, unless noted: active = activation above about 30%; inactive = the rest.

SMILES	D1 ag	TRHR PAM	TRHR agonist	D1 PAM	D2 potentiator	D2 agonist	D2 antag	D1 antagonist	RXFP1 antagonist
C=CCn1c(Br)nc2c1c(=O)n(C)c(=O)n2C	2	8	-0.7	2	8	-0.8	0	6	-6
CCCC(=O)Nc1ccc2nc(SCC(=O)Nc3nccs3)sc2c1	3	10	1.1	2	-11	-0.1	8	-10	4
CCC1CCc2sc(C(=O)OCC(=O)N(CCOC)c3c(N)n(Cc4ccccc4)c(=O)[nH]c3=O)cc2C1 (stereo not drawn)	6	1	1.2	2	-4	0.2	-1	12	-20
CCc1ccccc1NC(=O)Nc1cccn(Cc2ccccc2F)c1=O	0	-4	-1.5	-6	4	-0.1	-4	-13	4
CCn1c(SCC(=O)N2CCC(C)CC2)nnc1-c1ccc(S(=O)(=O)N2CCN(C)CC2)cc1	1	-1	0.1	-8	-2	-0.5	-7	-21	-5
Cc1ccnc(NC(=O)c2cc3ccccc3o2)c1	8	2	-0.1	6	4	0.6	-19	6	-5
CSc1ccccc1C(=O)C1CCCN(C(=O)NC(C)C)C1 (stereo not drawn)	1	9	0.1	-1	13	0.9	12	-5	3
O=C(NNC(=O)c1cc(-c2ccc(Cl)cc2Cl)nc2ccccc12)Nc1ccccc1	4	-2	0.1	-9	2	0.6	-25	-26	-12
CC(C)(C)c1ccc(OCCC(=O)Nc2cccc(S(=O)(=O)NC3=NCCCCC3)c2)cc1	7	4	1.1	3	6	0.9	6	1	-21
CC(=O)NCC(=O)NC1(C(=O)NC2CCCC2)CCCCC1	1	-1	0.4	-1	-2	0.9	6	-18	1
OC1(c2ccccc2F)CCN(Cc2nnnn2Cc2ccc(F)cc2)CC1	3	0	0.8	-3	3	0.7	-9	-10	-10
O=C(C1=NN[C@@H]2C(=O)N(c3cccc(C(F)(F)F)c3)C(=O)[C@H]12)C(c1ccccc1)c1ccccc1	3	6	-0.1	-6	6	-0.5	-14	11	-25
Cc1cc(C)cc(-n2nnnc2SCC(=O)Nc2nc(-c3ccc(F)cc3)cs2)c1	1	4	0.0	6	13	0.4	-7	19	-3
O=C(COC(=O)c1sc2ccccc2c1Cl)NCC1CCCCC1	4	5	-1.3	-5	1	-1.7	-16	19	1
CCNc1nc(NCc2ccc(F)cc2)c2cnn(C)c2n1	0	-3	0.8	0	-6	1.2	.	4	-6
COc1ccc(-c2cnc(C)o2)cc1S(=O)(=O)Nc1ccc(F)cc1F	2	-5	-0.7	0	.	6.7	.	19	.
Cc1ccc(C(C)C)c(OCC(=O)N/N=C/c2cccn2C)c1	1	-2	0.0	-6	-4	-0.2	1	-21	-10
O=C(c1ccc(S(=O)(=O)c2cccc(Cl)c2)c([N+](=O)[O-])c1)N1CCN(Cc2ccccc2)CC1	4	-3	0.1	-5	-2	2.0	10	-27	2
C=CCn1c(N)c(C(=O)NCC2CCCO2)c2nc3ccccc3nc21 (stereo not drawn)	4	5	-0.2	1	2	-0.3	2	-16	-7
CCNC(=S)N1CCN(S(=O)(=O)c2ccccc2C(F)(F)F)CC1	10	-3	-0.1	3	2	0.5	-19	-1	-21
CN(C)CCNc1oc(-c2ccccc2F)nc1C#N	-1	1	0.5	-3	-4	8.9	9	14	9
Cc1cc(C)n(-c2ccc(C(=O)OCC(=O)Nc3ccc(Cl)cc3[N+](=O)[O-])cc2)n1	3	-3	0.4	-2	0	-0.7	8	-2	3
Cc1[nH]ccc2c1[nH]c1cc(=O)ccc12	2	12	0.7	0	-8	1.6	-11	-4	-11
Cc1cc(C)c(NC(=O)c2ccc3c(c2)NC(=O)C(C)S3)c(C)c1 (stereo not drawn)	0	-4	-0.1	5	-31	-0.5	6	-15	0
CCC(=O)c1ccc(N2CCN(C(=O)c3ccc(F)cc3)CC2)c(F)c1	6	-4	0.3	-3	15	-0.6	6	-18	-17
SMILES	D1 ag	TRHR PAM	TRHR agonist	D1 PAM	D2 potentiator	D2 agonist	D2 antag	D1 antagonist	RXFP1 antagonist
COc1ccc(N2CCN(C(=O)C3CCN(S(=O)(=O)c4cccs4)CC3)CC2)cc1	3&6	-4&-3	-1.3&-0.3	-4&-1	6&0	0.5&0.1	-6	6&9	-29
CCOC(=O)N1CCN(C(=O)c2ccc3c(c2)N(Cc2cc(C)ccc2C)C(=O)c2ccccc2S3=O)CC1 (stereo not drawn)	4&3	1&2	0.6&0.0	2&-2	-3&-4	1.2&-0.6	-6	2&2	-6
CC(C)CC(=O)N1CCN(S(=O)(=O)c2ccc(Cl)cc2)CC1	2	1	-0.5	-4	7	-0.4	-9	2	-25
CC(C)(C)c1ccc(-c2nnc(SCCN3C(=O)c4ccccc4C3=O)o2)cc1	2	13	0.4	-3	15	0.1	6	7	-7
COc1ccc(NC(C)=O)cc1NC(C)C(=O)Nc1ccc(F)cc1 (stereo not drawn)	5	-1	0.4	-1	0	-0.8	-2	2	-13
COc1ccc(OC)c(NC(=O)c2cc(=O)c3c(C)cc(C)cc3o2)c1	-1	9	-0.2	-1	6	.	.	3	-5
Cc1cc(C)c2oc(C(=O)Nc3c(C(=O)Nc4ccccc4)oc4ccccc34)cc(=O)c2c1	1	-2	-0.2	1	-34	0.4	.	0	-4
O=C(CSc1ncccn1)Nc1cc(Cl)ccc1[N+](=O)[O-]	7	-3	-0.1	-1	0	2.2	1	5	-7
CCc1cc2c(=O)nc3n(c2s1)Cc1ccccc1/C3=C(/O)c1cccc([N+](=O)[O-])c1	-2	-12	0.0	-2	-9	-0.5	8	.	17
CCNC(=S)SCCOc1ccc(C)cc1	8	0	-0.4	-3	2	0.7	-28	-2	3
O=C(Nc1ccccc1-c1ccccc1)c1ccco1	2	2	-0.3	1	.	.	.	-24	5
CCOC(=O)C1(CCCc2ccccc2)CCN(C(=O)c2cc(C)nn2CC)CC1	4	-3	0.2	-1	2	-0.7	2	-5	1
CN(C)CCCn1c2c(c(SCC(=O)Nc3ccc4c(c3)OCO4)nc1=O)CCCC2	0	6	0.3	-1	.	.	.	-1	-12
COc1ccc(CN(C)CC2CCCN(CCc3ccc(F)cc3)C2)cc1OC (stereo not drawn)	2	-7	-0.3	-6	-14	0.4	-8	-4	2
COc1cc(Cl)ccc1NC(=S)N(CCN1CCOCC1)C1CCN(C(C)=O)CC1	2	0	-0.1	10	-1	0.0	-5	14	-3
CC(=O)N1CC(=O)N(Cc2ccccc2)/C(=C/c2ccccc2)C1=O	0	0	-0.6	-4	-13	0.3	-18	-10	0
COc1ccc(Nc2nnc(SCc3cc([N+](=O)[O-])cc4c3OCOC4)s2)cc1	-3	-8	0.0	-2	15	1.9	-33	12	-14
O=C(C1CC1)n1cc(C(=S)N2CCOCC2)c2ccccc21	1	5	-1.5	-3	2	-0.9	6	23	-16
O=C(NC1CCS(=O)(=O)C1)c1ccc(S(=O)(=O)N2CCCCC2)cc1 (stereo not drawn)	3	2	1.1	-3	-3	1.1	-24	-4	2
Cc1ccc(OCC(=O)OCc2nc3scc(-c4ccccc4)c3c(=O)[nH]2)cc1C	3	-1	-0.1	-2	-3	-0.1	25	9	-16
CC(C)CC(=O)NC(=S)Nc1ccc(S(=O)(=O)N2CCCC2)cc1	0	-6	-0.5	-4	-10	0.3	-1	12	3
COc1ccc(C(=O)N2c3cc4c(cc3C(C)=CC2(C)C)OCO4)cc1	1	-4	-2.2	-11	8	-0.6	4	3	-19
O=C1c2oc3ccc(Cl)cc3c(=O)c2C(c2ccco2)N1CCN1CCOCC1 (stereo not drawn)	19	2	4.4	-3	-6	0.5	4	-9	-6
Cc1ccc(NC(=O)CN2CCN(CCN=CC3=C(O)CC(c4ccc(C)cc4)CC3=O)CC2)cc1 (stereo not drawn)	1	-3	-0.2	2	1	-0.3	-10	1	5
CC(CCc1ccccc1)NCC#N (stereo not drawn)	1	2	-1.0	-7	-17	57*	34*	4	12
SMILES	D1 ag	TRHR PAM	TRHR agonist	D1 PAM	D2 potentiator	D2 agonist	D2 antag	D1 antagonist	RXFP1 antagonist
CCC(c1nnnn1Cc1cccs1)N1CCN(c2nc3ccccc3s2)CC1 (stereo not drawn)	1	6	0.5	-1	7	-0.3	-6	9	-6
O=c1[nH][nH]cc1C=Nc1ccc(Cl)cc1	0	-2	0.2	-4	-2	-2.5	-12	0	-9
Cc1ccc(NC(=O)CNc2ccc(N3CCOCC3)cc2)cc1S(=O)(=O)N(C)C	1	1	-0.2	0	1	-3.6	-2	3	11
O=C(NCc1ccccc1)C(c1ccco1)N(C(=O)c1csnn1)C1CC1 (stereo not drawn)	-2	-8	0.3	-6	6	0.4	-5	-2	8
O=C(NCCc1ccccc1)c1ccccc1NC(=O)C1CCCCC1C(=O)O (stereo not drawn)	1	-2	-0.2	-5	-1	-0.3	18	-1	.
CCN(c1ccc2c(c1)OCO2)S(=O)(=O)c1cc(Br)cc2c1N(C(C)=O)CC2	1	0	0.0	-1	13	-0.5	15	1	-8
Cc1cccc(NC(=O)CN(C)S(=O)(=O)c2ccc3c(c2)n(C)c(=O)c(=O)n3C)c1C	0	0	-0.1	1	-7	-1.3	-5	9	32
CN(Cc1ccc(F)cc1)C(=O)CNC(=O)c1cccs1	1	-3	-0.5	-2	-1	0.8	5	13	0
Cn1nnnc1SCC(=O)Nc1ccc(Oc2ccccc2)cc1	4	-1	-0.4	-1	-5	0.8	-4	-14	2
CC(OC(=O)CSc1ccc([N+](=O)[O-])cc1)C(=O)NC1CC1 (stereo not drawn)	7	-1	0.3	-2	-6	0.0	11	-7	-2
CCCCCC(=O)Nc1ccccc1N1CCOCC1	1	2	-0.4	-7	2	0.6	2	1	-11
COC(=O)c1cnn(-c2ccc(F)cc2F)c1/C=N/NC(=S)NC(C)(C)C	3	-1	-0.4	-3	-10	-0.3	-2	16	-10

Gathered by group: the compounds so far containing an aryl methoxy group (8)
SMILES	D1 ag	TRHR PAM	TRHR agonist	D1 PAM	D2 potentiator	D2 agonist	D2 antag	D1 antagonist	RXFP1 antagonist
COc1ccc(-c2cnc(C)o2)cc1S(=O)(=O)Nc1ccc(F)cc1F	2	-5	-0.7	0	.	6.7	.	19	.
COc1ccc(N2CCN(C(=O)C3CCN(S(=O)(=O)c4cccs4)CC3)CC2)cc1	3&6	-4&-3	-1.3&-0.3	-4&-1	6&0	0.5&0.1	-6	6&9	-29
COc1ccc(NC(C)=O)cc1NC(C)C(=O)Nc1ccc(F)cc1 (stereo not drawn)	5	-1	0.4	-1	0	-0.8	-2	2	-13
COc1ccc(OC)c(NC(=O)c2cc(=O)c3c(C)cc(C)cc3o2)c1	-1	9	-0.2	-1	6	.	.	3	-5
COc1ccc(CN(C)CC2CCCN(CCc3ccc(F)cc3)C2)cc1OC (stereo not drawn)	2	-7	-0.3	-6	-14	0.4	-8	-4	2
COc1cc(Cl)ccc1NC(=S)N(CCN1CCOCC1)C1CCN(C(C)=O)CC1	2	0	-0.1	10	-1	0.0	-5	14	-3
COc1ccc(Nc2nnc(SCc3cc([N+](=O)[O-])cc4c3OCOC4)s2)cc1	-3	-8	0.0	-2	15	1.9	-33	12	-14
COc1ccc(C(=O)N2c3cc4c(cc3C(C)=CC2(C)C)OCO4)cc1	1	-4	-2.2	-11	8	-0.6	4	3	-19
